PTEN del growth: suppresses growth of cells with PTEN deletion; viability, % at 10 µM; 140,000 tested, 1.2% active; HCT116 PTEN-null viability, CellTiter-Glo, 60 h; hits give low values; AID 827;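 active = viability at or below a set limit, 4 SD under the median of all tested compounds, cut at about 3.7% in these data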;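 also: PTEN knockout HCT116 line with beta catenin targeted HCT116 as companion control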
Measles CPE: protection of cells from measles virus; protection (pct of control), % at 4 µM; 140,000 tested, 1.5% active; Measles virus-infected cells, CPE protection, absorbance; in the data active = protection mostly above about 24%, no sharp cut-off; inactive = mostly below about 26%; also: some compounds called inactive have numbers as strong as hits
GALR2 antag: blocks the human galanin receptor 2. 140,000 tested, 0.39% active. inhibition, % at 4 µM. O43603. GALR2-expressing cells, antagonist mode; in the data active = inhibition above about 27%;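 also: cells stimulated with galanin 1-16 at roughly its EC80; 0% = agonist challenge control and 100% = basal control without agonist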
Target sequence (O43603 whole entry, looked up): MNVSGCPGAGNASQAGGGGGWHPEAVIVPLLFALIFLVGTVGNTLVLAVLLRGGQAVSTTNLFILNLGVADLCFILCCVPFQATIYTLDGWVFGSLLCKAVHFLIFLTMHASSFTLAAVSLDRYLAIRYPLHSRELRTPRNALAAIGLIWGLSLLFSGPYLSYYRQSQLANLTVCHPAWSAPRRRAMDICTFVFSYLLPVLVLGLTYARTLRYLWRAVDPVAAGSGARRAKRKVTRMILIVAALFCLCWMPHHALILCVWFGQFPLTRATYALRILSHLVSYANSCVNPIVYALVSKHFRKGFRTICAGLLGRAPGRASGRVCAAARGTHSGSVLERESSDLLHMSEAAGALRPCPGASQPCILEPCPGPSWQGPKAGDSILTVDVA
bCat KO growth: beta-catenin-lacking colon tumor cell growth suppression; HCT116 beta-catenin knockout viability, CellTiter-Glo, 60 h; hits give low values; viability, % at 10 µM; 140,000 tested, 1.5% active;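 active = viability at or under a set limit, the compound median less 4 SD, cut at about 6% in these data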;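 also: 0% = Hyamine 1622 control at 20 µM and 100% = untreated cell control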
E-sel TNF inh: blocks E-selectin expression induced by TNF alpha; HUVEC TNFa-induced E-selectin immunofluorescence, high content; inhibition, % at 2 µM; 120,000 tested, 0.71% active;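 active = inhibition above the batch mean plus 3 SD, and confirmed as a hit on visual image review, cut at about 43% in these data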;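 also: 0% = TNF-stimulated DMSO wells and 100% = unstimulated control wells; not every result past the cut was called active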
Phagocyt inh: inhibitors of macrophage phagocytosis; J774A.1 macrophage IgG-bead phagocytosis, imaging; inhibition, % at 5 µM; 110,000 tested, 0.07% active; AID 1029;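 active = inhibition above the mean of the plate negative controls plus 5 SD, cut at about 13% in these data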;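 also: phagocytic index as fraction of beads internalized from green versus red external bead signal; plate controls were DMSO negative control for no effect and cytochalasin-D positive control for full effect; some results beyond the cut were filed as inactive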
MRP1 act: MRP-1 activation; H69AR cells + doxorubicin, viability rescue, CellTiter-Glo; 140,000 tested, 0.61% active; viability increase, % at 10 µM;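 active = viability gain under doxorubicin at or above a set limit, the compound median plus 3 SD, cut at about 4.7% in these data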;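 also: MRP-1 overexpressing cells given doxorubicin 25 µM after compound pretreatment; 18-22 h compound pretreatment then 72 h with doxorubicin before readout; 0% = doxorubicin-only wells and 100% = vehicle-treated cells without doxorubicin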
Yeast growth inh: chemicals that inhibit yeast BB579 growth in restrictive medium (lifespan-shortening candidates) | 140,000 tested, 0.51% active | S. cerevisiae BB579 growth, OD615, 48 h | AID 804 | inhibition, % at 10 µM;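 active = inhibition above a set limit, 3 SD over the mean compound inhibition, cut at about 44% in these data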; also: inactives centre near -24
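Material: Saccharomyces cerevisiae DeaD strain BB579, replicative lifespan model yeast; buffer or medium: CSMM-D restrictive synthetic medium containing dextrose (glucose); compound: 10 µM single dose, DMSO 0.25%; timing: 48 h compound exposure at 30 °C after 4 h preincubation; signal: turbidity as optical density at 615 nm; benchmarks: positive control amphotericin B 10 µg/mL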
NPY Y2 blocker: blocks the human neuropeptide Y Y2 receptor; inhibition, % at 2.7 µM; NPY-Y2 expressing cells, antagonist mode; 140,000 tested, 0.99% active; P49146; in the data active = inhibition above about 17%;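 also: 0% = vehicle with agonist challenge and 100% = reference antagonist with challenge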
Target sequence (P49146 whole entry, looked up): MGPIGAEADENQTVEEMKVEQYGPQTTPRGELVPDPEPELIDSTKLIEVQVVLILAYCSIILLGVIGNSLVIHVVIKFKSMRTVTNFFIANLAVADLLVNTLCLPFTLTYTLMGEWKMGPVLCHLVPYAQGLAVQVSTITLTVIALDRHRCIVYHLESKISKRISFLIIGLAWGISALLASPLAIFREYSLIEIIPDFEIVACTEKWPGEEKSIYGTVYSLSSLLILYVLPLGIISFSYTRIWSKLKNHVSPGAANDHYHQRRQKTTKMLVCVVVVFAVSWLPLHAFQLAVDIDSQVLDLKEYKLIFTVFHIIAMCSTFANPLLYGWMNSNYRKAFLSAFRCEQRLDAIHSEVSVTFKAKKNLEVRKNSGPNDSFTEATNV
Yeast lifespan up: extends the lifespan of yeast | S. cerevisiae growth with nicotinamide, OD615; deaD strain in restrictive glucose medium | inhibition of the nicotinamide effect, % at 10 µM | 130,000 tested, 0.68% active;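 active = inhibition above a set limit, placed 3 SD over the median of all compounds, cut at about 26% in these data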;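 also: 0% = nicotinamide-treated wells and 100% = cells grown without nicotinamide; some compounds called inactive have numbers as strong as hits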
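Buffer or medium: CSMM-D glucose medium, restrictive; test system: modified budding yeast, DeaD strain; compound: single dose 10 µM compound, 0.25% DMSO; schedule: culture preincubation 4 h, compound exposure 48 h, both 30 °C; detection: optical density (absorbance) at 615 nm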
An asterisk follows results filed as active; . = no result given.

SMILES	PTEN del growth	Measles CPE	GALR2 antag	bCat KO growth	E-sel TNF inh	Phagocyt inh	MRP1 act	Yeast growth inh	NPY Y2 blocker	Yeast lifespan up
Cc1ccccc1CS(=O)(=O)Cc1ccc(C(=O)N2CCOCC2)o1	96	12	-3	94	.	-2	0.1	-9	2	-9
CC1CCCCC1NC(=O)c1cn(C)c2ccc(S(=O)(=O)N3CCCC3)cc2c1=O (stereo not given)	100	21	1	87	-33	0	-2.8	-95	2	-7
CC(=O)N1CCc2cc(C(=O)CN3CCN(c4cccc(Cl)c4)CC3)ccc21	71	10	-5	80	7	0	-0.6	20	4	0
COc1ccc(S(=O)(=O)NCCN2CCOCC2)c2ccccc12	107	26	7	98	.	0	-1.0	-57	2	-11
CCC(C)NC(=O)c1c(-c2cc(Cl)c(OC)c(Cl)c2)noc1C (stereo not given)	90	3	9	94	-1	.	-1.1	-31	1	0
O=C(Nc1ccc2c(c1)CCC2)C1COc2ccccc2O1 (stereo not given)	96	12	1	97	12	2	-0.3	-9	1	-14
Cc1ccc(-c2[nH]nc3c2C(c2ccc(OC(=O)N4CCOCC4)cc2)C(C#N)=C(N)O3)cc1 (stereo not given)	104	3	3	93	-7	0	-1.5	-64	6	-10
CC(C(=O)O)c1cccc(C(=O)c2ccccc2)c1 (stereo not given)	91	7	7	95	-6	0	-2.0	-34	8	6
O=C(CN1C(=O)c2cccnc2C1=O)c1ccccc1	103	23	-4	98	5	.	-0.5	-58	0	.
O=C(NCCN1CCOCC1)c1ccc2ccccc2c1	87	17	12	85	3	0	-2.4	-22	-2	0
COc1ccc(NC(C)C(=O)N/N=C/c2ccccc2OCc2ccc(Br)cc2)cc1 (stereo not given)	32	0	-2	40	35	.	-0.8	-54	2	6
O=S(=O)(c1ccc2ccccc2c1)N(CC(O)CN1CCOCC1)c1ccccc1 (stereo not given)	88	9	7	87	6	-1	-3.3	-14	1	-6
COc1ccc(/C=C/C(=O)Nc2ccc(C34CC5CC(CC(O)(C5)C3)C4)cc2)cc1OC	55	2	27*	61	-35	3	-5.0	-29	0	-3
CCOc1ccc(C(C)=O)cc1Cn1nc(C(=O)O)c2ccccc2c1=O	99	50*	6	92	8	0	-2.3	-42	4	-6
COc1cccc(NC(=O)c2cc(-c3cccnc3)nc3c(Cl)cccc23)c1	73	10	-1	72	4	.	-2.6	-23	10	-7
Cc1c(Br)c([N+](=O)[O-])nn1C(C)C(=O)NCc1ccco1 (stereo not given)	95	12	-6	89	-4	-3	-0.9	-1	4	2
CCOc1ccc(CCN2C(=O)C3C4C=CC(C4)C3C2=O)cc1OCC (stereo not given)	96	13	-7	92	.	0	-2.8	24	6	-7
Cc1ccc(S(=O)(=O)N2CCCC2C(=O)O)s1 (stereo not given)	101	2	5	108	-8	1	-2.3	-36	1	-7
CC(C)CCOc1ccc(C(=O)CCNC(C)C(=O)O)cc1 (stereo not given)	91	6	0	82	-29	-1	-1.7	-24	4	16
CC(C)C(=O)Nc1cccc(NC(=O)c2cccc([N+](=O)[O-])c2)c1	100	6	1	97	30	-3	0.1	-37	4	-20

The last 5 entries of the part before lead into the next.
SMILES	PTEN del growth	Measles CPE	GALR2 antag	bCat KO growth	E-sel TNF inh	Phagocyt inh	MRP1 act	Yeast growth inh	NPY Y2 blocker	Yeast lifespan up
Cc1c(Br)c([N+](=O)[O-])nn1C(C)C(=O)NCc1ccco1 (stereo not given)	95	12	-6	89	-4	-3	-0.9	-1	4	2
CCOc1ccc(CCN2C(=O)C3C4C=CC(C4)C3C2=O)cc1OCC (stereo not given)	96	13	-7	92	.	0	-2.8	24	6	-7
Cc1ccc(S(=O)(=O)N2CCCC2C(=O)O)s1 (stereo not given)	101	2	5	108	-8	1	-2.3	-36	1	-7
CC(C)CCOc1ccc(C(=O)CCNC(C)C(=O)O)cc1 (stereo not given)	91	6	0	82	-29	-1	-1.7	-24	4	16
CC(C)C(=O)Nc1cccc(NC(=O)c2cccc([N+](=O)[O-])c2)c1	100	6	1	97	30	-3	0.1	-37	4	-20
CN(C(=O)COc1cc(=O)n(C)c2ccccc12)c1ccc(Br)cc1	68	2	-7	74	.	0	-4.2	5	-1	-12
COc1cc(C2CC(=O)NC3=C2C(=O)CC(C)(C)C3)cc(OC)c1O (stereo not given)	104	7	0	95	-2	.	-0.7	-33	4	-11
Cc1cc(SCC(=O)NN=C2CCN(C(C)C)CC2)c(C)cc1Br	100	6	0	90	.	-8	-1.5	-10	0	-4
COc1cc(SC)ccc1C(=O)Nc1ccccc1C#N	107	11	-3	89	-2	0	-1.5	-68	2	-8
CC(NS(=O)(=O)c1cccc(Cl)c1)C(=O)Nc1ccc(-c2nc3ccccc3s2)cc1 (stereo not given)	39	6	9	21	-27	0	-4.3	-41	-3	-4
Cc1ccc(C)c(N2CCN(c3nnnn3-c3ccccc3)CC2)c1	37	6	-13	47	14	-2	-3.7	-35	7	-6
O=C(Cn1c(C(F)(F)F)nc2ccccc21)N1CCCC1	100	8	-3	110	.	0	-0.8	-7	-1	-9
NC(=O)CSc1nc(O)cc(=O)n1-c1ccccc1	103	11	-1	94	-21	0	-0.6	5	4	-12
Cc1ccc2nc3ccc(N4CCCC4)nn3c(=O)c2c1	60	4	3	68	.	4	-1.9	10	3	-37
Cc1ccc(Nc2nc(N)c([N+](=O)[O-])c(N3CCOCC3)n2)cc1C	63	20	-1	72	.	2	-2.2	-22	1	-9
CC1CCc2[nH]nc(C(=O)O)c2C1 (stereo not given)	98	17	18	92	-11	0	-2.3	-1	4	-3
C/C(CC(=O)NC1CCCC1)=N\NC(=O)Cc1cccs1	89	4	-5	87	-20	.	-1.0	-12	1	-8
CN(C)CCNS(=O)(=O)c1ccc(Cl)cc1	96	12	7	100	-4	.	-1.2	-27	0	-6
Oc1cccc(-c2nc3c4c(ncn3n2)-c2ccccc2CC42CCCC2)c1	2.4*	4	-14	10	-40	1	-7.0	-32	2	-17
Cc1ccc(OCCn2cc(/C=C(\C#N)C(=O)NCC3CCCO3)c3ccccc32)cc1 (stereo not given)	73	6	18	84	-1	-6	-0.3	-56	7	3
COc1ccc(S(=O)(=O)Nc2ccc(CC#N)cc2)cc1	93	38	7	96	-23	-1	-2.7	-7	-1	-14
Cn1c(=O)c2c(nc(SCC(=O)NCC3CCCO3)n2C)n(C)c1=O (stereo not given)	105	2	3	105	.	-2	0.6	-29	5	-12
CCCC(=O)NCc1cc(-c2nn(C)c(=O)c3ccccc23)ccc1C	81	1	6	80	-5	.	-4.2	-37	0	0
Cc1c(C(=O)OCCOC(C)C)[nH]c2c1C(=O)CC(c1ccco1)C2 (stereo not given)	13	1	14	12	-16	2	-4.1	-22	1	-8
Cc1ccc(C2c3sc(=O)[nH]c3SC3C4CC(C5C(=O)N(C(C)C(=O)O)C(=O)C45)C23)cc1 (stereo not given)	98	3	7	93	.	-9	-2.8	-11	2	2

Of the compounds above, these contain an aryl thioether with sulfur outside any ring:
SMILES	PTEN del growth	Measles CPE	GALR2 antag	bCat KO growth	E-sel TNF inh	Phagocyt inh	MRP1 act	Yeast growth inh	NPY Y2 blocker	Yeast lifespan up
Cc1cc(SCC(=O)NN=C2CCN(C(C)C)CC2)c(C)cc1Br	100	6	0	90	.	-8	-1.5	-10	0	-4
COc1cc(SC)ccc1C(=O)Nc1ccccc1C#N	107	11	-3	89	-2	0	-1.5	-68	2	-8
NC(=O)CSc1nc(O)cc(=O)n1-c1ccccc1	103	11	-1	94	-21	0	-0.6	5	4	-12
Cn1c(=O)c2c(nc(SCC(=O)NCC3CCCO3)n2C)n(C)c1=O (stereo not given)	105	2	3	105	.	-2	0.6	-29	5	-12

New compounds follow
SMILES	PTEN del growth	Measles CPE	GALR2 antag	bCat KO growth	E-sel TNF inh	Phagocyt inh	MRP1 act	Yeast growth inh	NPY Y2 blocker	Yeast lifespan up
CCn1c(SCC(=O)N/N=C/c2ccc(OC)c(OC)c2)nc2ccccc21	99	5	-14	96	-45	0	-2.0	-29	5	-3
Nc1nnc(SCCN2C(=O)c3ccccc3C2=O)s1	117	13	20	112	-14	0	0.0	-16	1	-1
CCN(CC)CCCNC(=O)c1cc(Sc2nnc(C)s2)nc2ccccc12	96	4	-1	93	0	.	-4.2	-2	3	3
CCN(CC)CCCN(C(=O)c1cccs1)c1nc(-c2ccc(OC)cc2)cs1	30	5	9	30	-2	-1	-2.3	8	15	-11
Cc1ccc(NC(=S)NCc2cccs2)cc1	95	8	-8	94	.	.	-2.1	-25	2	-9
CCOC(=O)C1CCN(C(=O)c2ccccc2NS(=O)(=O)c2ccc(F)c(F)c2)CC1	98	2	-13	92	-9	-1	-0.5	-3	3	0
O=C(/C=C/c1ccccc1Cl)NCCc1ccccc1	82	5	-4	92	-66	-2	-0.9	-34	12	-16
CCCC(=O)Nc1cc(=O)[nH]c2ncnn12	100	9	16	93	16	0	-1.4	6	4	-5
Cc1ccc2nc(C)c(C(=O)N/N=C/c3ccccc3[N+](=O)[O-])cc2c1	56	6	12	65	.	0	-1.8	-40	-1	3
Cc1occc1-c1nnc(SCC(N)=O)n1Cc1ccccc1	114	9	-8	104	4	1	0.1	-33	0	-4
CCOc1ccc(NC(=O)CN2CCN(CC(=O)c3ccc(OC)c(OC)c3)CC2)cc1	96	14	10	92	10	-1	-0.5	-11	2	-5
COc1cc(/C=N/n2cnnc2)ccc1OCCSc1ccc(C)cc1	95	3	-2	93	26	.	-0.6	-37	4	-16
COc1ccc(-c2sc(NC(=O)c3ccc(C)cc3)nc2-c2ccc([N+](=O)[O-])cc2)cc1	81	9	-3	80	.	.	1.0	-81	-2	-15
CCCCN(C(=O)CSc1nnc(-c2ccccc2OC)n1C)c1c(N)n(Cc2ccccc2)c(=O)[nH]c1=O	96	12	0	93	11	-2	-3.7	-23	4	3
CCOc1ccccc1NC(=O)C(OC(=O)c1cc(C)oc1C)c1ccccc1 (stereo not given)	69	16	4	65	-17	-1	-3.1	-28	15	0
CC(C(=O)Nc1cccnc1)N1C(=O)C2C3C=CC(C3)C2C1=O (stereo not given)	99	8	-7	82	.	.	-2.6	-20	9	-18
